Screens from PubChem.
Redox H2O2 prof = compounds producing H2O2 with reducing agent – biochemical, NIH compound library profiling, artefact control for MLSCN library redox annotation, primary screen. DTT-dependent redox cycling H2O2, phenol red/HRP absorbance; 100% = 100 µM peroxide control, 0% = buffer. activation, % at 10 µM. actives 0.03% (n = 200,000);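 active = activation of at least 50% relative to the plate's high and low controls in the primary single-dose screen; inactive = activation below 50%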;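 note: compound incubated with DTT at 0.8 mM final as the reducing agent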
S1P3 antagonist = blocks the human S1P3 receptor. Q99500. CHO S1P3 NFAT-BLA reporter, FRET fluorescence, antagonist mode. inhibition, % at 4.98 µM. actives 0.27% (n = 170,000). AID 485;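 active = inhibition above the plate cutoff, the mean inhibition of test wells on that plate plus 3 SD, cut at about 28% in these data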;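 note: cells challenged with S1P at its EC80 of 0.8 µM; blue over green emission ratio from cleaved BLA substrate after 4 h stimulation; 0% = S1P-stimulated wells and 100% = unstimulated DMSO-only wells; some compounds past the cut are filed as inactive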
bIAP act = intestinal alkaline phosphatase (bovine) activation. purified bovine IAP, CDP-star luminescence, 30 min; active compounds read high; fold of DMSO-control signal, blank-subtracted. activation factor at 20 µM. actives 0.17% (n = 200,000);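 active = activation factor of 2 or more at 20 µM, a signal rise over negative controls twice the positive control's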
Lmaj promast = inhibitors of Leishmania major promastigote growth; Leishmania major promastigotes, resazurin fluorescence viability; inhibition, % at 10 µM; actives 9% (n = 200,000); AID 1063; in the data active = inhibition above about 50%;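 note: promastigotes grown with compound for 44 hours at 28 °C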
TLR4-MyD88 BLA = TLR4-MyD88 interaction inhibition in cells; O00206+Q99836; HeLa CL3-4 TLR4/MyD88 BLA complementation, FRET ratio; inhibition, % at 8.4 µM; actives 0.18% (n = 200,000); in the data active = inhibition above about 25%;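 note: 0% = vehicle and 100% = reference inhibitor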
PPARg SRC-3 ag = promotes SRC-3 coactivator recruitment by human PPARgamma; P37231; biochemical PPARgamma/SRC-3 coactivator recruitment assay; actives 0.26% (n = 200,000); activation, % at 8 µM; in the data active = activation above about 23%;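 note: 0% = DMSO and 100% = reference agonist; some compounds past the cut are filed as inactive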
Target sequence (P37231 whole entry, looked up): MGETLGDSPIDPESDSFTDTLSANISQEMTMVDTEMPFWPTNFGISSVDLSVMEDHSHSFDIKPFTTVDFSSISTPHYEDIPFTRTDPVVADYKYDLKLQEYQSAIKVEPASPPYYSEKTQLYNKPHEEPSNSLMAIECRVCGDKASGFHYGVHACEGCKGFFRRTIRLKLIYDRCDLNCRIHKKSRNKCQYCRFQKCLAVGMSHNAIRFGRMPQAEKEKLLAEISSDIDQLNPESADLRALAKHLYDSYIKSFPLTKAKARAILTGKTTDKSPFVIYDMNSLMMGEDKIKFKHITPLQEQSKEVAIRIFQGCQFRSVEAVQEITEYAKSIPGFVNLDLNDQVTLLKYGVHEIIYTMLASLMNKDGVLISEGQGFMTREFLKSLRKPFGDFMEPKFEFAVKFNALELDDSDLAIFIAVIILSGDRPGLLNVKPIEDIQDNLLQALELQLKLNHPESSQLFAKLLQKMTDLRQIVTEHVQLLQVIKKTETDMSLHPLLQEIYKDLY
SRC2 TRFRET art = counter-screen for PPARgamma SRC-2 recruitment agonists: TR-FRET artefact; TR-FRET ratio at 8 µM; actives 0.4% (n = 200,000); active compounds read high; in the data active = TR-FRET ratio above about 2000; note: inactives centre near 1500; reference of the scale not given here
bIAP inh = intestinal alkaline phosphatase (bovine) inhibition | purified bovine IAP, CDP-star luminescence, 30 min | 190,000 tested, under 10 active | inhibition, % at 20 µM;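 active = over 50% inhibition of intestinal alkaline phosphatase at 20 µM in the single-dose screen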
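Incubation: 30 min reaction at room temperature / Material: purified bovine intestinal alkaline phosphatase (IAP) enzyme / Input: enzyme at 1/65,000,000 dilution / Dosing: 20 µM single dose / Signal: CDP-star luminescence signal / Reagent: CDP-star chemiluminescent phosphatase substrate, 30 µM final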
PPARg SRC1 recr = PPARgamma-driven SRC-1 recruitment agonism. P37231. PPARgamma-SRC-1 coactivator recruitment biochemical assay. activation, % at 8 µM. actives 0.41% (n = 200,000). AID 631; in the data active = activation above about 19%;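 note: 0% = DMSO and 100% = reference agonist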
PPARg SRC2 recr = promotes SRC-2 coactivator recruitment by human PPARgamma; activation, % at 8 µM; AID 1032; actives 0.34% (n = 200,000); PPARgamma LBD-SRC-2 recruitment, biochemical; in the data active = activation above about 22%;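 note: 0% = vehicle and 100% = reference agonist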
ROMK mod = modulators of human ROMK potassium channel. B-score at 10 µM. P48048. Tet-inducible ROMK, thallium flux fluorescence; actives lie on both sides. AID 1918. actives 2% (n = 130,000);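 active = signal ratio slope over the read window, or its plate-corrected B-score, at least 3 SD from the plate mean, either direction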;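 note: B-score of the F/F0 ratio slope over 7 to 12 s after thallium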
Target sequence (P48048 whole entry, looked up): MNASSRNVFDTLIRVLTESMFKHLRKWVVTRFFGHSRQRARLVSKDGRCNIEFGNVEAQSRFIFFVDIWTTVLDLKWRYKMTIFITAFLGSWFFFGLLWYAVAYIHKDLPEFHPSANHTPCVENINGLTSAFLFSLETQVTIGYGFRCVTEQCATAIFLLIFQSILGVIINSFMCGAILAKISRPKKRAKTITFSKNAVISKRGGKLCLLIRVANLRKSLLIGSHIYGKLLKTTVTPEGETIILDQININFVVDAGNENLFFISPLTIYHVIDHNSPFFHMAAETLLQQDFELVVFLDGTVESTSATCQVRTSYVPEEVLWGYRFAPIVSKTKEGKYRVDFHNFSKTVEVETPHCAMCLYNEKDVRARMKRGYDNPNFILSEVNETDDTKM
* marks the source's active call; other numbers are inactive results; . = not tested or not shown.

Second line of a record – Redox H2O2 prof	S1P3 antagonist	bIAP act	Lmaj promast	TLR4-MyD88 BLA	PPARg SRC-3 ag	SRC2 TRFRET art	bIAP inh	PPARg SRC1 recr	PPARg SRC2 recr	ROMK mod
#1 O=C(OCC(=O)c1ccc(S(=O)(=O)N2CCCC2)cc1)C1=COCCO1
    -0.5	.	1	-10	-16	-1	1650	0	4	11	-0.11
#2 O=C(c1ccc2ccccc2c1)C1CCCN(S(=O)(=O)c2cccnc2)C1 (stereo not given)
    -0.5	5	1.1	4	-9	2	1646	-6	0	1	-1.8
#3 Cc1cc(C)cc(NC(=O)N2CCN(C/C=C/c3ccccc3)CC2)c1
    0.7	6	1.1	4	-16	0	1439	-12	3	-5	-4.2*
#4 COc1cc(C)nc(Oc2ccc(=O)[nH]n2)n1
    -0.3	.	0.9	-3	-9	-2	1547	5	2	11	0.4
#5 CCCc1nc(N2CCN(S(=O)(=O)c3ccc(Cl)cc3)CC2)c2c(C)c(C)sc2n1
    -1.4	-22	1	13	-1	1	1486	-3	17	-1	1.1
#6 C/C(Cc1ccccc1)=N\NC(=O)C1CCCCC1
    -0.7	-4	0.7	-2	-4	2	1560	30	1	3	0.35
#7 COC(=O)c1ccccc1NC(=S)NC(NC(=O)c1ccccc1[N+](=O)[O-])C(Cl)(Cl)Cl (stereo not given)
    1.9	.	1	96*	-1	5	1926	-2	3	8	.
#8 Cn1ncc(Cl)c(Oc2ccc(C(C)(C)C)cc2)c1=O
    -0.1	-2	1	2	12	2	1399	-3	3	0	-0.83
#9 O=C(CCCN1C(=O)/C(=C/c2ccccc2)SC1=S)Nc1ccccc1O
    -0.8	2	1.1	24	8	-1	1384	-8	5	-11	-0.64
#10 CC(C)c1nc(SCC(=O)N2c3ccccc3CC2C)c2ccccc2n1 (stereo not given)
    1.6	.	0.9	16	-4	20	1655	7	7	14	.
#11 O=C(Nc1ccc(COc2ccccc2)cc1)c1cccc([N+](=O)[O-])c1
    -0.4	0	0.9	-8	1	0	1836	7	0	5	0.87
#12 O=S(=O)(Nc1ccc(N2CCOCC2)nn1)c1ccccc1
    -2.2	.	0.9	-4	-1	-1	1598	7	5	-1	0.13
#13 O=C1CC(c2ccccc2)CCc2sccc2N1 (stereo not given)
    0.1	.	0.9	-3	19	3	1330	14	-10	1	-1.2
#14 COc1ccc2oc(=O)c(/C(C)=N/NC(=O)c3ccncc3)cc2c1
    0.7	0	1	-7	12	-1	1521	-4	-6	-7	.
#15 N#Cc1c(-c2ccccc2)cc(-c2ccco2)c(C#N)c1N
    0.7	.	1	5	0	8	1485	5	0	5	0.35
#16 COc1ccc(OCCCC(=O)Nc2ccc(N3CCOCC3)cc2)cc1
    -0.2	5	0.9	-2	5	8	1565	6	-4	8	-0.3
#17 O=C(OCc1ccc2c(c1)OCO2)c1ccc(S(=O)(=O)N2CCCC2)cc1
    1.7	0	0.9	-5	5	10	1471	14	1	8	-0.4
#18 CCOC(=O)CCCNC(=O)COc1ccccc1C#N
    0.1	-7	0.9	-9	-1	-1	1561	10	-1	12	.
#19 O=C(Nc1cnccn1)c1cccs1
    -2.4	-22	1	-6	5	5	1674	2	1	3	1.2
#20 COCC(C)NCc1cccc([N+](=O)[O-])c1 (stereo not given)
    -7.3	.	0.9	1	6	3	1625	6	-5	7	.

Second line of a record – Redox H2O2 prof	S1P3 antagonist	bIAP act	Lmaj promast	TLR4-MyD88 BLA	PPARg SRC-3 ag	SRC2 TRFRET art	bIAP inh	PPARg SRC1 recr	PPARg SRC2 recr	ROMK mod
#21 O=C(Nc1nnc(C2=COCCO2)o1)c1ccc(S(=O)(=O)N2CCCC2)cc1
    -0.2	-5	1.1	-1	-17	2	1519	-14	-9	-7	0.26
#22 O=C(Nc1cccc(C(=O)N2CCN(c3cccc(Cl)c3)CC2)c1)c1ccccc1
    0.0	9	1.1	13	-2	0	1512	-10	9	-4	-0.053
#23 Cc1ccc(S(=O)(=O)NCCNC(=O)c2ccccc2)cc1
    -3.1	-19	0.8	-5	-2	-3	1581	25	8	1	.
#24 CCOc1ccccc1OCCCCOc1ccccc1F
    -0.7	-3	0.8	34	-2	4	1679	22	3	8	.
#25 CCN(CC)CCNC(=O)c1ccc(NC(=O)/C=C/c2cc(OC)c(OC)c(OC)c2)cc1
    -2.2	-19	1.4	11	2	2	1717	-41	5	9	0.022
#26 O=C1c2ccccc2C(=O)N1CCn1c(=O)oc2ccccc21
    0.6	-7	0.9	-6	0	1	1336	14	-6	-2	1.4
#27 CCOC(=O)C1=Nc2ccccc2C1=[N+]=[N-]
    0.5	.	0.9	79*	-12	-2	1287	8	-5	-3	-0.058
#28 CCOC(=O)C1CCCN(C(=O)Nc2cccc(Cl)c2)C1 (stereo not given)
    0.1	-2	0.9	-7	-13	1	1648	6	4	8	.
#29 CCCn1nc(C(=O)Oc2ccc3c(C)cc(=O)oc3c2)c2ccccc2c1=O
    -0.5	-5	1.1	-4	-4	9	1727	-9	-1	5	-0.59
#30 Cc1cc(C)nc(N(C#N)CCOc2ccccc2)n1
    3.7	-9	0.9	2	-6	10	1502	10	-3	-4	.
#31 CCOC(=O)CNC(=O)c1ccc2[nH]c3c(c2c1)CCCC3
    -1.3	29	0.9	1	5	-4	1566	10	12	1	0.029
#32 Cc1c(Cc2c(C)n(C)n(-c3ccccc3)c2=O)c(=O)n(-c2ccccc2)n1C
    -0.1	9	1	-4	-5	0	1561	0	-2	-2	-0.51
#33 Cn1cc(CCNC(=O)CCc2nnc(CCCCc3ccccc3)o2)cn1
    -0.3	-4	1	-5	-9	1	1445	2	0	-7	0.57
#34 COc1ccc(C(=O)Nc2ccc(S(=O)(=O)NC(C)C)cc2)cc1
    0.1	.	0.8	-4	-4	0	1494	19	0	-3	0.36
#35 O=C(CSc1nnc(C2CC2)n1-c1ccccc1)NCCc1ccc(F)cc1
    0.2	.	1	-5	0	12	2046*	2	0	23*	0.0037
#36 O=C(C1CCCN(S(=O)(=O)c2cccc3nsnc23)C1)N1CCc2ccccc21 (stereo not given)
    -0.1	-6	1	5	11	-8	1537	4	6	-6	-1.4
#37 CCOC(=O)C1(CCc2ccccc2)CCN(C(=O)c2occc2C)CC1
    -0.7	15	0.9	30	-8	6	1528	9	9	-1	.
#38 O=C(Cn1nnc(-c2ccc(CN3CCOCC3)cc2)n1)N1CCCc2ccccc21
    1.7	-8	1	84*	-1	-10	1411	-3	-1	-4	.
#39 Cc1c(C(c2cccc(O)c2)c2c(C)n(C)n(-c3ccccc3)c2=O)c(=O)n(-c2ccccc2)n1C
    0.6	-9	0.4	-1	-1	-1	1643	.	-1	9	.
#40 CCCCN(CC)C(=O)c1cc2cc3ccc(OC)cc3nc2o1
    -3.9	.	1	14	8	-7	1460	-2	-4	5	.

3 of the entries above in order of the bIAP act value, rising:
| nr | Structure | bIAP act |
| --- | --- | --- |
| 34 | COc1ccc(C(=O)Nc2ccc(S(=O)(=O)NC(C)C)cc2)cc1 | 0.8 |
| 31 | CCOC(=O)CNC(=O)c1ccc2[nH]c3c(c2c1)CCCC3 | 0.9 |
| 36 | O=C(C1CCCN(S(=O)(=O)c2cccc3nsnc23)C1)N1CCc2ccccc21 (stereo not given) | 1 |

Following part.
Second line of a record – Redox H2O2 prof	S1P3 antagonist	bIAP act	Lmaj promast	TLR4-MyD88 BLA	PPARg SRC-3 ag	SRC2 TRFRET art	bIAP inh	PPARg SRC1 recr	PPARg SRC2 recr	ROMK mod
#41 Cc1ccc(C(=O)NCCc2csc(-c3cccnc3)n2)cc1
    -2.0	.	0.9	-5	0	-1	1537	12	-3	-10	.
#42 Cc1cc(C)nc(NS(=O)(=O)c2ccc(NC(=O)CSc3nc(-c4ccccc4)c(C#N)c(=O)[nH]3)cc2)n1
    -0.3	-5	1	-6	-6	11	2049*	-2	21*	24*	-0.82
#43 S=c1[nH]nc(Cc2noc3ccccc23)n1-c1ccc(Cl)cc1
    0.9	-10	0.7	-1	-10	6	1708	28	4	11	-1.3
#44 O=C(NCC(=O)N(c1cccnc1)C(C(=O)NC1CCCC1)c1ccc(F)cc1)c1ccco1 (stereo not given)
    0.3	-7	1.1	-4	-15	1	1527	-6	4	4	0.087
#45 COC(=O)c1c(NC(=O)c2ccccc2)sc2c1CC(C)(C)OC2
    -0.1	.	0.9	-4	-6	0	1639	14	-1	7	-0.19
#46 Cn1c2c(c(=O)n(C)c1=O)C(C(F)(F)F)(C(F)(F)F)N=C(c1ccccc1Cl)N2
    1.6	.	0.9	2	10	2	1432	8	2	-8	-0.47
#47 CCCSc1nn2c(=O)c3ccccc3nc2s1
    0.2	.	0.9	1	-4	6	1449	8	0	10	-0.078
#48 CCOc1ccc(-c2nnc3sc(-c4c(OC)cccc4OC)nn23)cc1
    0.9	.	.	4	-8	16	1464	.	3	12	0.33
#49 CCOCC(=O)N1CCN(c2cccc(Cl)c2)CC1
    0.3	1	1	-4	5	2	1536	-2	4	7	-0.061
#50 COc1ccc(C(=O)Nc2c(Cl)cc(Cl)cc2C(=O)NCCN2CCOCC2)cc1
    0.8	.	0.5	-6	-2	1	1632	46	0	5	0.34
#51 Cc1c(N2C(=O)c3ccc(F)cc3C2=O)c(=O)n(-c2ccccc2)n1C
    2.6	.	1.4	-5	-7	-3	1413	-40	-3	-5	.
#52 Cc1ccc2[nH]c3c(c2c1)CN(C(=O)CN1CCN(c2ccccn2)CC1)CC3
    -0.5	.	1.2	15	-7	-6	1362	-16	5	-7	-1.3
#53 O=C(Nc1ccccc1)NC1CCCc2ccccc21 (stereo not given)
    0.0	5	1	8	7	7	1701	-2	12	5	-0.069
#54 C#CCOCCOCCOCCNc1nc(N2CCN(C(=O)[C@H]([C@@H](C)CC)n3cc([C@@H](N)Cc4ccc(O)cc4)nn3)CC2)nc(N2CCN(C(=O)[C@H](CCCCN)n3cc([C@@H](N)CC(C)C)nn3)CC2)n1
    -0.8	-11	1.1	-5	-1	1	1691	-11	10	7	.
